# SDO1 yeast rescue: restores growth of sdo1-depleted yeast; S. cerevisiae sdo1-depleted JHY4D growth rescue, OD600 30 h; hits give high values; pdr5 snq2 efflux-pump mutant strain; z-score at 10 µM; actives 0.21% (n = 140,000); AID 817;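 active means z-score above 3 at both the 24 hr and the 30 hr optical density reads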;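 further: z-score against mean and SD of all compound wells on the same plate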
# INS promoter inh: TRM-6 insulin promoter activity inhibition. TRM-6 cells (human fetal islet line), insulin promoter-eGFP reporter, imaging; reporter expression induced with tamoxifen. inhibition, % at 2 µM. actives 0.9% (n = 130,000). AID 1273;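 active means inhibition above the mean plus 3 SD, with well images judged a real hit on visual review, cut at about 60% in these data, passing the limit was not always enough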
# SDO1 yeast rescue Rescue 24 h: recorded beside SDO1 yeast rescue, whose call it bears; z-score; S. cerevisiae sdo1-depleted JHY4D growth rescue, OD600; measured here: growth rescue at 24 h;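 0 is the plate mean of compound wells and units are plate SD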
# Active calls of the source: *; . = no result given. Only part of the results is shown. The share of hits here may be higher or lower than overall.
SMILES,SDO1 yeast rescue,SDO1 yeast rescue Rescue 24 h,INS promoter inh
Cc1cccc(N2CCN(C(=S)c3ccc(-c4ccccc4[N+](=O)[O-])o3)CC2)c1,0.35,0.53,11.1
S=c1[nH]cc(-c2ccccc2)n1-c1ccccc1,-0.21,-0.95,32.3
COc1ccc(C(C(=O)NC2CCCC2)N(C(=O)c2ccoc2C)c2ccc(C)cc2)cc1 (configuration not stated),-0.31,-0.31,25.0
N#CCSc1nnc(-c2ccc(F)cc2)n1N,.,.,-44.4
N=c1ccn(Cc2ccc(Cl)c(Cl)c2)cc1,0.59,0.2,-7.1
Cc1ccccc1NC(=O)c1ccc(NS(=O)(=O)c2cc(C(C)(C)C)cc(C)c2C)cc1,-0.89,-0.65,.
C=CCn1c(=NC(=O)C2CCCCC2)sc2cc(NC(C)=O)ccc21,-1.6,-0.54,.
O=C(O)CCCNS(=O)(=O)c1ccc(Br)s1,-0.14,-0.37,.
COc1cc(CCN2C(=O)c3cccc4cccc(c34)C2=O)c(S(=O)(=O)N2CCC(C)CC2)cc1OC,0.3,0.11,.
Cc1cccc(NC(=O)CCOc2ccccc2)c1,-0.07,-0.26,-276.9
CCCC1CCc2c(sc(NC(=O)c3cccs3)c2C(N)=O)C1 (configuration not stated),-1.09,-0.34,35.1
O=C(NCc1ccco1)N1c2ccccc2Sc2ccccc21,-0.87,-0.9,-28.6
COc1cc2c(cc1NC(=O)/C=C/c1ccc([N+](=O)[O-])cc1)oc1ccccc12,-0.41,-0.37,-25.0
COc1ccccc1-c1nc(-c2ccncc2)no1,-0.98,-1.05,18.2
COc1ccc(C)cc1S(=O)(=O)NC1CCCC1,-0.05,-0.2,-30.8
CC(C)CN1CCC(C(=O)NCC2CCCO2)CC1 (configuration not stated),1.26,1.01,16.7
CC(=O)c1ccc(Nc2nc(=O)c3cccnc3s2)cc1,-0.3,0.27,79.3*
CCOc1ccc(Br)cc1C(=O)Nc1ccc(C(=O)NCC(C)C)cc1,-0.95,-1.07,-42.9
CCCCSc1nnc(CSc2ncccn2)n1C,.,.,50.0
COc1ccc(CNS(=O)(=O)c2ccc3oc(C(=O)O)c(C)c3c2)cc1,1.58,1.37,-9.3
Cc1cnc(C(=O)Nc2ccc(C(=O)N3CCCCC3)cc2)cn1,1.12,1.6,-22.6
CCOC(=O)Cc1csc(NC(=O)CSc2nc(-c3ccccc3)c(C#N)c(=O)[nH]2)n1,.,.,22.2
COc1ccc2c(c1)Cc1sc(NC(=O)c3cccs3)nc1-2,-1.59,-0.26,36.8
CCc1ccc(Nc2nc3ccccc3c(=O)s2)cc1,-0.11,-0.59,40.7
O=C(CSC1=NCCS1)Nc1nc2ccccc2s1,0.95,1.84,-276.2

# Some of these compounds in order of their number in INS promoter inh, largest number first:
SMILES,SDO1 yeast rescue,SDO1 yeast rescue Rescue 24 h,INS promoter inh
CCCC1CCc2c(sc(NC(=O)c3cccs3)c2C(N)=O)C1 (configuration not stated),-1.09,-0.34,35.1
CCOC(=O)Cc1csc(NC(=O)CSc2nc(-c3ccccc3)c(C#N)c(=O)[nH]2)n1,.,.,22.2
Cc1cccc(NC(=O)CCOc2ccccc2)c1,-0.07,-0.26,-276.9

# Back to the main list, starting two compounds before the break.
SMILES,SDO1 yeast rescue,SDO1 yeast rescue Rescue 24 h,INS promoter inh
CCc1ccc(Nc2nc3ccccc3c(=O)s2)cc1,-0.11,-0.59,40.7
O=C(CSC1=NCCS1)Nc1nc2ccccc2s1,0.95,1.84,-276.2
Cc1[nH]c2ccccc2c1C(=O)/C=C/c1ccccc1,-2,-0.92,-29.2
C=CCOc1ccc(/C=C/C(=O)Nc2ccc(C(=O)NC)cc2)cc1,1.11,4.22,28.6
c1ccc(CC(Nc2ccccn2)c2ccccc2)cc1 (configuration not stated),.,.,0.0
CCOc1ccc(NC(=O)Nc2cc(C)on2)cc1,0.59,0.49,-245.4
COc1ccccc1CNC(=O)CSCc1cnn(-c2ccccc2)c1-n1cccc1,0.06,-0.14,-35.7
COc1cc(C(=O)Nc2ccc(S(=O)(=O)Nc3nccc(C)n3)cc2)cc(OC)c1OC,0.71,-0.16,-89.7
CCN(c1ccccc1)S(=O)(=O)c1ccc(Cl)c(C(=O)NCCc2ccc(OC)cc2)c1,-0.35,-0.36,20.5
O=C(NC1CCCCC1)c1cccc(S(=O)(=O)N2CCOCC2)c1,0.53,0.32,14.3
COC(=O)c1ccc(CSc2nc3c(c(=O)n2-c2ccc(Br)cc2)SCC3)o1,-0.24,0.22,43.2
CCC(=O)c1cc2c(cc1NC(=O)c1cccs1)OCCO2,-1.25,-0.45,80.0*
COc1ccccc1-n1cnc(N)c1C(C)=O,0.5,0.31,-16.2
Cc1nc2ccc(NC(=S)NC(C)C)cc2nc1C,0.12,-0.91,.
O=C1C(=O)N(CCN2CCOCC2)C(c2cccnc2)/C1=C(/O)c1ccccc1 (configuration not stated),.,.,15.0
CCn1c(=O)c(C(C)=O)nc2ccccc21,-0.41,-1.42,.
O=C(Cc1ccccc1)NN1C(=O)C2C3C=CC(C4CC34)C2C1=O (configuration not stated),0.12,0.14,-26.7
COc1ccc(C2(CNC(=O)c3ccc(OCC(C)C)cc3)CCOCC2)cc1,-0.22,-0.3,.
Cc1c(NC(=O)Nc2ccc(Cl)cc2)c(=O)n(-c2ccccc2)n1C,0.35,-0.25,-54.5
CC1CCc2c(sc3nc(CN4CCOCC4)nc(Sc4ccccc4)c23)C1 (configuration not stated),-1.21,-0.66,.
Cc1cc(C)nc(SCC(=O)Nc2nonc2N)n1,.,.,-30.8
COc1ccc(Nc2ncc(C(=O)O)c3ccccc23)cc1,0.15,-0.62,39.3
CN(C)c1ccc(C(CNC(=O)c2ccc(F)cc2)c2c[nH]c3ccccc23)cc1 (configuration not stated),-1.32,-0.21,19.5
C=CCN1C(=O)C(Cc2ccccc2)SC1=Nc1ccc(C(=O)O)cc1 (configuration not stated),-0.35,-0.87,32.4
Cc1ccc([N+](=O)[O-])cc1N/C=C/C(=O)c1ccco1,0.17,1.87,.
Cc1ccc(N(C(=O)CCC(=O)Nc2cc(C)on2)C(C(=O)NC2CCCC2)c2cccs2)cc1 (configuration not stated),-0.03,-0.11,-37.1
COC(=O)C1=C(C)N(C)C(C)=C(C(=O)OC)C1c1ccccn1,0.67,0.11,.

# An excerpt from the list above:
SMILES,SDO1 yeast rescue,SDO1 yeast rescue Rescue 24 h,INS promoter inh
COc1ccc(C2(CNC(=O)c3ccc(OCC(C)C)cc3)CCOCC2)cc1,-0.22,-0.3,.
Cc1c(NC(=O)Nc2ccc(Cl)cc2)c(=O)n(-c2ccccc2)n1C,0.35,-0.25,-54.5

# The main list resumes, starting 6 compounds before the break.
SMILES,SDO1 yeast rescue,SDO1 yeast rescue Rescue 24 h,INS promoter inh
COc1ccc(Nc2ncc(C(=O)O)c3ccccc23)cc1,0.15,-0.62,39.3
CN(C)c1ccc(C(CNC(=O)c2ccc(F)cc2)c2c[nH]c3ccccc23)cc1 (configuration not stated),-1.32,-0.21,19.5
C=CCN1C(=O)C(Cc2ccccc2)SC1=Nc1ccc(C(=O)O)cc1 (configuration not stated),-0.35,-0.87,32.4
Cc1ccc([N+](=O)[O-])cc1N/C=C/C(=O)c1ccco1,0.17,1.87,.
Cc1ccc(N(C(=O)CCC(=O)Nc2cc(C)on2)C(C(=O)NC2CCCC2)c2cccs2)cc1 (configuration not stated),-0.03,-0.11,-37.1
COC(=O)C1=C(C)N(C)C(C)=C(C(=O)OC)C1c1ccccn1,0.67,0.11,.
Cc1ncc2c(c1OC(=O)c1ccc([N+](=O)[O-])cc1)COC(C)(C)OC2,-0.41,-0.65,-28.6
Cc1ccc(C)c(NC(=O)Cn2nc(C(F)(F)F)cc2C2CC2)c1,-0.79,-0.34,-46.0
O=C(Cc1ccccc1)N/N=C/c1cc(Br)c(Br)o1,-0.94,-0.81,-56.7
Cn1cc(/C=N\NC(=O)C2COc3ccccc3O2)c2ccccc21 (configuration not stated),0.15,0.28,24.1
COc1cc(NC(=O)CCc2nc(-c3cccs3)no2)cc(OC)c1OC,-0.32,-0.12,27.9
Nc1cc(=O)[nH]c(SC/C=C/c2ccccc2)n1,-0.2,-0.12,-14.3
COCc1[nH]nc2c1C(c1ccsc1)C(C#N)=C(N)O2 (configuration not stated),1.97,0.97,.
Oc1ccc(Br)cc1CNn1cnnc1,0.24,0.27,.
CC1(C)CC2CC(C)(CN2C(=O)C23CCC(C)(C(=O)C2)C3(C)C)C1 (configuration not stated),-0.31,-0.59,11.8
Cc1ccc2nc(SCc3ccc([N+](=O)[O-])cc3)nc(C)c2c1,0.36,1.99,34.8
Cc1ccc(-n2c(O)c(C=NCc3ccccn3)c3ccccc3c2=O)cc1,-0.18,0.31,0.0
Cc1nnc(C)n1/N=C/c1cccs1,-1.29,-1.58,.
COCCn1c(C)cc(C(=O)CN2CCCCC2)c1C,.,.,-7.1
CC(C)n1cc(-c2ccc(Cl)cc2)cc(C#N)c1=O,0.06,0.15,-19.4
COc1cccc(/C=N/Nc2ncc(C(F)(F)F)cc2Cl)c1O,-0.79,-0.73,19.2
CCOC(=O)/C(C#N)=C\c1ccc(OC)c(OC)c1,.,.,35.7
CCOC(=O)c1ccc(N2C(=O)c3n[nH]c(-c4ccco4)c3C2c2ccc([N+](=O)[O-])cc2)cc1 (configuration not stated),0.74,-0.08,25.9
O=C(COc1ccc(Cl)cc1)Nc1nnc(-c2ccc3c(c2)CCCC3)o1,-1.62,-1.47,.
C[C@@]12CC(=O)NC1N(C(=O)c1cccc(C(F)(F)F)c1)C(c1ccccc1O)C2 (some centres not stated),1.21,0.97,10.7
N#Cc1c(NC(=O)CSc2nnnn2C2CCCCC2)sc2c1CCCC2,-0.62,-0.84,-3.5
Cc1cc(C)c(S(C)(=O)=O)c(Oc2ccc(F)cc2)n1,0.43,-0.16,.
O=C(NNC1=NC2(CCCC2)Cc2ccccc21)c1cccnc1,.,.,-64.7
Cc1ccc(S(=O)(=O)Nc2c(C)[nH]c(=O)[nH]c2=O)cc1C,-0.15,-0.48,29.4
CCCCN1C(=O)CC(N2CCOCC2)C1=O (configuration not stated),1.41,1.74,-21.4
COc1ccc(/C=N/NC(=O)C(=O)NCc2cccnc2)cc1,.,.,-14.3

# Further structures:
SMILES,SDO1 yeast rescue,SDO1 yeast rescue Rescue 24 h,INS promoter inh
CC1CC(C)CN(C(=O)CSc2nnc(-c3ccc(F)cc3)o2)C1 (configuration not stated),0.2,0.04,.
O=C1C(=Cc2cccn2-c2ccccc2)C(=O)c2ccccc21,-0.65,-0.34,-35.7
Cc1ccc(S(=O)(=O)N2CCOCC2)cc1NC(=O)COc1ncnc2ccccc12,-0.17,-0.63,10.0
CCCCc1c(C)nc2ccc(C(=O)OCC)cc2c1Cl,-0.34,0.43,.
Cc1cc(C(=O)OCC(=O)Nc2cc(C)on2)c2ccccc2n1,-0.54,-1.08,.
CC1CC(C)CN(c2ncnc3c2cnn3Cc2ccc(Cl)cc2)C1 (configuration not stated),-0.98,-0.66,0.0
Cc1noc(NS(=O)(=O)c2ccc(NC(=O)CSc3ncccn3)cc2)c1C,0.59,0.44,.
CC(=O)NNc1nc2ccccc2s1,0.73,0.77,-4.5
Cc1csc(NC(=O)CCC(=O)c2cccs2)n1,.,.,-121.6
CN1CCN(C(=O)c2sc(=S)n(-c3ccccc3)c2N)CC1,-0.49,-1.02,40.5
O=C(/C=C/c1ccc(Br)cc1)NCc1cccs1,0.42,0.79,22.6
CCOC(=O)C1CCN(C(=S)Nc2ccccc2)CC1,.,.,-173.3
